Arrestin-AP2 inh: human beta-arrestin and AP2 interaction inhibition | FITC-arrestin peptide / GST-AP2 beads, flow cytometry; AP2 beta2 appendage carries R879A mutation | inhibition, % at 10 µM | 340,000 compounds, 0.31% hits | AID 504490;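 active means inhibition above a set limit, near 3 SD of compounds lacking own fluorescence, cut at about 54% in these data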;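 further: plate controls were DMSO wells for no effect and 5 µM unlabelled arrestin peptide for full effect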
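Material – GST-tagged AP2 beta2-adaptin appendage (R879A) on 4 µm glutathione beads · Probe or stimulus – fluorescein-tagged arrestin peptide at 50 nM final · Timing – 12 min plus 1 h, RT · Detection – bead flow cytometry, FITC channel · Read-out basis – inhibition as reduced fluorescein signal on beads, percent · Medium – PBS plus Tween 20 (0.05%) and BSA (0.1%)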
CAL PDZ FP-1: blocks peptide binding to human CAL PDZ domain; Q9HD26; purified CAL PDZ, TMR-peptide fluorescence polarization, 1 h; inhibition, % at 20 µM; 330,000 compounds, 0.02% hits; AID 504414;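 active means highest replicate inhibition of at least 40%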;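 further: plate controls were DMSO neutral control wells for no effect and unlabeled competitor peptide control wells for full effect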
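Read-out basis: mP drop reported as inhibition | Assay system: Tagged CAL PDZ protein CerCALP, purified | Benchmarks: Unlabelled peptide for full inhibition, DMSO wells as neutral | Schedule: 1 h incubation at room temperature before polarization reading | Buffer or medium: Sodium phosphate/NaCl buffer pH 7.4 with TCEP, IgG, Thesit | Doses: Single point, 20 µM | Measured by: Fluorescence polarization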
DAGLB inh: diacylglycerol lipase beta (human) inhibition | HEK293T DAGLB membrane lysate, EnzChek fluorogenic substrate | inhibition, % at 5.17 µM | 340,000 compounds, 0.059% hits | AID 504411; in the data active means inhibition above about 34%;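 further: 0% = enzyme with vehicle and 100% = wells lacking enzyme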
RTF Ca sens inh: cardiac RTF calcium desensitization. inhibition, % at 7.15 µM. IANBD-labeled cardiac RTF, Ca2+ fluorescence. P19429+P45379. 340,000 compounds, 0.12% hits;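 active means inhibition above the mean inhibition of all tested compounds plus 3 SD, cut at about 17% in these data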;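 further: assay run at fixed EC70 calcium of 1.6 mM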
DSG3 Ab inh: inhibitors of pemphigus antibody binding to human desmoglein-3 | binding (percent of control), % at 10 µM | 310,000 compounds, 0.48% hits | DSG3-coupled beads, scFv-anti-DSG3-GFP binding, flow cytometry; hits give low values;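 active means binding more than 3 SD below its plate's average and above zero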;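 further: hits lower antibody fragment binding to DSG3; some compounds called inactive have numbers as strong as hits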
Keap1 Nrf2 FP: disrupts human Keap1 binding to Nrf2 peptide; Keap1 Kelch-Nrf2 peptide fluorescence polarization, 1536-well; inhibition, % at 9.4 µM; 340,000 compounds, 0.15% hits; in the data active means inhibition above about 12%;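 further: human Keap1 Kelch domain with fluorescein labeled Nrf2 9mer peptide probe; 0% = neutral control wells and 100% = peptide positive control; higher means more block of Keap1 binding to Nrf2 peptide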
LANA DNA inh: inhibitors of KSHV LANA C-terminal domain DNA binding; AID 504423; MBP-C-LANA/FAM-LBS DNA binding, fluorescence polarization; inhibition, % at 9 µM; 340,000 compounds, 0.078% hits;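 active means highest replicate inhibition at or above 60% at 9 µM, even if other replicates fall short; inactive means all replicates below 60% inhibition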;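 further: 0% = neutral control wells and 100% = 4 µM acridine orange control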
V-ATPase pHluor: alters yeast V-ATPase proton transport | response, % at 10 µM | S. cerevisiae, pHLuorin cytosolic pH fluorescence | 350,000 compounds, 0.37% hits; in the data active means response mostly above about 7.3%, no sharp cut-off; inactive means mostly below about 5.4%; further: actives read high; inactives centre near 0; some compounds called inactive have numbers as strong as hits
NSD2 inh: NSD2 (human) methyltransferase inhibition. NSD2 peptide methylation, AlphaScreen, 120 min. O96028. inhibition, % at 12.5 µM. AID 743445. 310,000 compounds, 0.54% hits; in the data active means inhibition above about 50%
Target sequence (O96028 whole entry, looked up): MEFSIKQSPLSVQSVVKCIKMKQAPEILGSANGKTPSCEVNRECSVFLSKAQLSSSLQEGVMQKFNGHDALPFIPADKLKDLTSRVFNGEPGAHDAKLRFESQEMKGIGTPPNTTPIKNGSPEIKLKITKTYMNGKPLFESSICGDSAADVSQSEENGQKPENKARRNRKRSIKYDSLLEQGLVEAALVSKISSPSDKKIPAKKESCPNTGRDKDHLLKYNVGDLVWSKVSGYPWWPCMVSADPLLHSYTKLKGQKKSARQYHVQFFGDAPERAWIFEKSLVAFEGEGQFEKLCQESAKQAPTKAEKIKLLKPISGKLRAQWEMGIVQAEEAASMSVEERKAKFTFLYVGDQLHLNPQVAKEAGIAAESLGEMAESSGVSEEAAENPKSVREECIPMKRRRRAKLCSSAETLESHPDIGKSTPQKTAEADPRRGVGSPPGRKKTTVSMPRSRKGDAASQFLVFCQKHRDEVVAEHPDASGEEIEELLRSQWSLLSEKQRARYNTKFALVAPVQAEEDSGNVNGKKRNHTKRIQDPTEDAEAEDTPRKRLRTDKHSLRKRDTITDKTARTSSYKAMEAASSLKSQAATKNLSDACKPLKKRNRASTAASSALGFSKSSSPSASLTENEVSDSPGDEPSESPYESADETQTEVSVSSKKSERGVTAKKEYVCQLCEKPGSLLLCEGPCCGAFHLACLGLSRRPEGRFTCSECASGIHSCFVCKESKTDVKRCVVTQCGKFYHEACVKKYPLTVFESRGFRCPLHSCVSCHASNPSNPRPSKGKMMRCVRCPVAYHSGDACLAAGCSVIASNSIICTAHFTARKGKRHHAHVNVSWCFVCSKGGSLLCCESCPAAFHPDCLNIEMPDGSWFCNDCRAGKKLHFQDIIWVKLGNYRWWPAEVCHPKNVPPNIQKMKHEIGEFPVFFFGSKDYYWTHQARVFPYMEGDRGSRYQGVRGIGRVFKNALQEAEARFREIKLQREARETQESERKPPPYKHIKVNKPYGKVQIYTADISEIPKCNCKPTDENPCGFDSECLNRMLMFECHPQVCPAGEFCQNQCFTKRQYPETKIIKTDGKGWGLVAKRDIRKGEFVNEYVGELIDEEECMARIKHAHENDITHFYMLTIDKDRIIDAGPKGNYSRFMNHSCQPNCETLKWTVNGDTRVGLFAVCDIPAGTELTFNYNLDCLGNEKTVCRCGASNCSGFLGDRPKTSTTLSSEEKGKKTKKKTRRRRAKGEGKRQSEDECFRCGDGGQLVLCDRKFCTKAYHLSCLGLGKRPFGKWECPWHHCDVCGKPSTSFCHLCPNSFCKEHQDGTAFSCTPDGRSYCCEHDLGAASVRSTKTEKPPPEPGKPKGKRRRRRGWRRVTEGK
CAL PDZ FP-2: blocks peptide binding to the human CAL PDZ domain. purified CAL PDZ, TMR-peptide fluorescence polarization, 1 h. 300,000 compounds, 0.92% hits. inhibition, % at 24.9 µM. Q9HD26. AID 602252;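 active means mean inhibition of at least 30% with at least half of replicates also reaching 30%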;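 further: 0% = DMSO neutral control and 100% = excess unlabeled competitor peptide PRC23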
* = called active by the depositor; . = not tested or not shown. A portion of the library, so the mix of outcomes need not match the whole.

SMILES | Arrestin-AP2 inh | CAL PDZ FP-1 | DAGLB inh | RTF Ca sens inh | DSG3 Ab inh | Keap1 Nrf2 FP | LANA DNA inh | V-ATPase pHluor | NSD2 inh | CAL PDZ FP-2
CCN(CC)CCN1C(=O)C(=O)/C(=C(/O)c2c(C)[nH]c(C(=O)OC)c2C)C1c1cccc(OC)c1 (centres undefined) | -11 | -0.1 | -1 | -6 | 95 | -3 | -1.7 | -6 | 6 | 3
Cn1ccnc1SCC(=O)Nc1cccc(C#N)c1 | 29 | 0.2 | -1 | -3 | . | -1 | -0.2 | -4 | 28 | 17
O=C(N/N=C/c1cc([N+](=O)[O-])ccc1Cl)c1cnccn1 | 50 | -0.8 | 0 | 2 | 100 | 1 | -0.3 | 7 | -2 | 10
CCOc1ccc(OCC)c(NC(=O)CSc2nc3cccnc3n2C)c1 | 43 | -0.1 | -3 | 14 | 97 | 4 | 0.1 | 0 | 1 | 1
O=C(COC(=O)c1ccco1)NNC(=O)c1ccc(Cl)cc1 | -10 | 0.5 | -1 | -6 | 99 | -3 | -0.8 | 1 | -3 | 5
Cc1cc2c(SCC(=O)NC3CCCCC3)ncnc2s1 | -9 | -4.4 | 1 | -6 | 112 | 5 | 1.0 | 0 | 1 | -5
CCNc1c(NC(=O)COc2ccc(Cl)cc2)c(=O)oc2ccccc12 | -5 | -0.8 | 1 | -11 | 99 | 4 | -1.1 | 0 | -2 | .
O=C(NCCOc1ccc(Cl)cc1)C1CCCCC1 | 10 | -1.1 | -2 | 11 | 105 | -2 | -2.5 | -2 | 2 | 0
c1ccc(CSc2ncnc3c2sc2nc(N4CCOCC4)c4c(c23)CCCC4)cc1 | 16 | -0.7 | 2 | 6 | 93 | -4 | 0.6 | 0 | -4 | -2
COc1ccc(CN(Cc2ccccn2)C(=O)CN2C(=O)COc3ccccc32)cc1 | 5 | 0.0 | 1 | -10 | 96 | -1 | 0.5 | 1 | -5 | .
COc1cc(NS(=O)(=O)c2cn(C)cn2)cc(OC)c1 | -7 | -1.2 | -1 | -6 | 102 | -2 | -1.2 | 2 | -7 | -5
O=C1CCCCC1C1(O)C(=O)Nc2ccccc21 (centres undefined) | . | . | -2 | . | 104 | . | . | -2 | 30 | .
Nc1cc(S(=O)(=O)N2CCCCC2)ccc1N1CCOCC1 | 4 | -2.0 | 1 | -10 | 119 | 3 | 0.3 | -5 | -8 | 5
COc1cc(CN2CCCCCC2)cc(OC)c1O | 5 | 0.5 | -1 | -2 | 113 | -4 | 0.0 | 5 | -4 | 2
CC1=N/C(=C/c2cccnc2)C(=O)O1 | 12 | -0.6 | -5 | -8 | 105 | -5 | -1.2 | 4 | -2 | 1
CCOC(=O)c1oc2ccc(OC)cc2c1NC(=O)CN1CCN(C)CC1 | 5 | 0.4 | -2 | -4 | . | -1 | -0.5 | -1 | 1 | .
COCCN1Cc2cccc(C(=O)Nc3cccnc3)c2C1=O | 1 | -0.2 | 0 | -8 | 113 | -3 | 0.1 | -4 | 1 | 1
O=C(NCCCCNC(=O)c1ccccn1)c1ccccn1 | 12 | -1.9 | 0 | -2 | 110 | -7 | 0.8 | 2 | -2 | -1
Cn1c(=O)n(C)c2cc(C(=O)Nc3ccc(Br)cc3)ccc21 | 8 | -0.2 | -1 | -5 | 110 | -4 | -2.0 | 0 | -1 | 6
Cc1ccc(-n2c(C)cc(C(=O)CSc3nnc4ccccn34)c2C)cc1 | 26 | -2.9 | 4 | 0 | 90 | -4 | -0.7 | 2 | 8 | -4
O=C(CSc1nnc(C2CC2)n1C1CC1)c1ccc(F)cc1 | -55 | -0.1 | 0 | -1 | 101 | -4 | -1.9 | 3 | -1 | .
CS(=O)(=O)N(Cc1ccco1)Cc1ccccc1Cl | 11 | -0.8 | -1 | 1 | 98 | -5 | 0.9 | 6 | -1 | -2
O=C(c1ccc(Br)cc1)N1CCN(Cc2ccccc2)CC1 | 11 | 1.0 | -4 | -7 | 108 | 4 | 1.3 | -1 | 0 | .
CCOC(=O)Cc1c(C)[nH]n(-c2ccccc2)c1=O | 21 | . | . | . | 102 | . | . | 6 | 1 | .

An excerpt from above in order of their number in Arrestin-AP2 inh, descending.
compound | Arrestin-AP2 inh
CS(=O)(=O)N(Cc1ccco1)Cc1ccccc1Cl | 11
CCOC(=O)c1oc2ccc(OC)cc2c1NC(=O)CN1CCN(C)CC1 | 5
O=C(CSc1nnc(C2CC2)n1C1CC1)c1ccc(F)cc1 | -55

Additional results follow.
SMILES | Arrestin-AP2 inh | CAL PDZ FP-1 | DAGLB inh | RTF Ca sens inh | DSG3 Ab inh | Keap1 Nrf2 FP | LANA DNA inh | V-ATPase pHluor | NSD2 inh | CAL PDZ FP-2
Cc1cc(N2CCCCC2)nc(NCc2ccccc2)n1 | -6 | -5.6 | 0 | -10 | 100 | -1 | -0.2 | 9 | 4 | -5
Nc1ccc(Cc2ccc(N)c(C(=O)O)c2)cc1C(=O)O | 11 | -2.0 | 1 | 4 | 102 | 1 | 33 | 9 | 8 | -6
Cc1nn(C)c(Oc2ccccc2)c1[N+](=O)[O-] | 15 | -0.8 | 2 | -3 | . | 4 | -1.2 | -1 | -3 | -2
CN1CCN(/N=C/c2ccc(-c3ccc([N+](=O)[O-])cc3)o2)CC1 | -3 | -0.9 | 8 | 2 | 101 | 1 | -2.2 | -4 | 8 | -5
O=Cc1cn(CCC(=O)O)nc1-c1cccc(Cl)c1 | 2 | 0.1 | -1 | -5 | 100 | 2 | -0.2 | -3 | 2 | 4
CC1(C)NC(=O)N(CC(O)COc2ccccc2-c2ccccc2)C1=O (centres undefined) | -8 | -4.2 | -2 | -3 | 102 | -1 | 1.4 | -1 | -6 | -8
COC(=O)NCCc1cc(OC)c(OC)cc1S(=O)(=O)N1CC(=O)Nc2ccccc21 | -11 | 0.1 | -1 | -9 | 103 | -6 | -1.2 | 2 | 4 | 0
CN1CCC(CNC(=O)Nc2csc3ccccc23)CC1 | 14 | 0.2 | . | . | 97 | -4 | 0.3 | 7 | 40 | .
O=C(c1cc(-c2ccc3c(c2)OCO3)on1)N1CCOCC1 | -6 | -2.3 | 3 | -8 | 98 | 2 | 1.6 | 1 | -12 | .
Cc1c(NC(=O)c2cc(-c3ccc(Cl)s3)nc3ccccc23)c(=O)n(-c2ccccc2)n1C | 51 | -3.3 | 1 | -1 | 99 | 3 | -0.8 | 7 | 2 | -5
CCOC(=O)N1CCN(c2cc(=O)n(C)c(=O)n2C)CC1 | -10 | 0.3 | . | . | 97 | -3 | -1.1 | -1 | -4 | .
O=C(Nc1cccc(S(=O)(=O)c2cccc(NC(=O)C3CC3)c2)c1)C1CC1 | -5 | -4.1 | 2 | -21 | 83 | -3 | -0.5 | 1 | -1 | -4
Cc1ccc(S(=O)(=O)c2nnn3c2nc(N2CCC(C(N)=O)CC2)c2ccccc23)cc1 | 49 | -0.6 | 0 | 1 | 97 | 2 | -0.2 | -1 | 1 | .
CCc1nnc2n1N=C(c1ccc(Cl)cc1Cl)CS2 | 7 | -2.9 | 3 | -24 | 88 | -2 | -1.1 | 1 | 5 | .
CCOC(=O)c1sc(-c2ccc(OC)cc2)cc1N | 4 | . | 3 | 11 | 102 | 1 | 3.1 | 0 | 0 | -3
CCc1noc(C)c1C(=O)Nc1nc(-c2cccs2)cs1 | -2 | -0.5 | -2 | -9 | 93 | 3 | -0.9 | 1 | 2 | .
COc1cc2c(cc1OC)CN(C(=O)CCNS(=O)(=O)c1ccccc1F)CC2 | -7 | 0.6 | 2 | -10 | 117 | 1 | 2.6 | 1 | -3 | -7
CCCCCCSc1cccc(-c2nc3ccc(C)cn3c2NC2CCCCC2)c1 | 34 | -0.7 | -7 | -1 | 96 | -4 | 0.9 | 8 | . | -2
S=C(NCC1(c2ccccc2)CCCC1)Nc1ccccc1 | -15 | . | -3 | -10 | . | -4 | -1.1 | 0 | -2 | -6
COC(=O)C(CCSC)NC(=O)CNC(=O)C1CCCCC1 (centres undefined) | 3 | -0.9 | 4 | 10 | . | -1 | 3.0 | 0 | . | 2
O=C(Nc1ccc2oc(-c3cccnc3)nc2c1)c1ccco1 | 6 | -2.9 | 0 | -4 | 94 | -5 | 2.4 | 1 | -1 | 4
COc1ccccc1NS(=O)(=O)c1cccc(C(=O)NCc2ccco2)c1 | -9 | -0.4 | -1 | 3 | 96 | -7 | 1.4 | 4 | 2 | -1
O=C(Oc1nsnc1N1CCOCC1)N1CCCC1 | 7 | -0.6 | 0 | 1 | 99 | 1 | -1.3 | 2 | -3 | 0
Cc1ccc(-n2c(SCc3cc(=O)n4ccsc4n3)nnc2-c2cccnc2)c(C)c1 | -4 | -1.1 | 3 | -21 | 99 | -5 | 0.4 | 3 | -3 | -2
CC(=O)N1CCN(S(=O)(=O)c2ccc(C)cc2)C1C(C)C (centres undefined) | -7 | -1.3 | 2 | 1 | 94 | -4 | -0.9 | 2 | 1 | -1
O=C(Cn1c(=O)oc2ccccc21)N1CCCCC1 | 28 | . | 1 | 7 | 72 | -1 | 1.6 | 0 | 27 | -1
COc1ccccc1CNCc1ccc(C)cc1 | 4 | 0.0 | 0 | 0 | 101 | 4 | -1.2 | 2 | -1 | .
Cc1ccccc1C(=O)N[C@H](C(=O)Nc1ccc(Cl)c(Cl)c1)C(C)C | -6 | -0.4 | 11 | -11 | 107 | -5 | -1.1 | 2 | -2 | 1
Cc1cccc(OCC(=O)N(Cc2ccccc2)c2c(N)n(Cc3ccccc3)c(=O)[nH]c2=O)c1 | 51 | 0.0 | 3 | -7 | . | -4 | 0.2 | 3 | -1 | 5
Cn1ccs/c1=N\C(=O)Nc1ccccc1 | -6 | 0.4 | 2 | 2 | 95 | -3 | -2.1 | -3 | -5 | -1

One compound at a time, from the list above. Order of screens: Arrestin-AP2 inh	CAL PDZ FP-1	DAGLB inh	RTF Ca sens inh	DSG3 Ab inh	Keap1 Nrf2 FP	LANA DNA inh	V-ATPase pHluor	NSD2 inh	CAL PDZ FP-2
`CCOC(=O)c1oc2ccc(OC)cc2c1NC(=O)CN1CCN(C)CC1` in the list: 5	0.4	-2	-4	.	-1	-0.5	-1	1	.
`CCOC(=O)N1CCN(c2cc(=O)n(C)c(=O)n2C)CC1` in the list: -10	0.3	.	.	97	-3	-1.1	-1	-4	.
`CCOc1ccc(OCC)c(NC(=O)CSc2nc3cccnc3n2C)c1` in the list: 43	-0.1	-3	14	97	4	0.1	0	1	1
`Cc1ccccc1C(=O)N[C@H](C(=O)Nc1ccc(Cl)c(Cl)c1)C(C)C` in the list: -6	-0.4	11	-11	107	-5	-1.1	2	-2	1
`O=C(CSc1nnc(C2CC2)n1C1CC1)c1ccc(F)cc1` in the list: -55	-0.1	0	-1	101	-4	-1.9	3	-1	.
